Bioassay records (PubChem BioAssay)
TTR transcr act – TTR transcription activators in neuroblastoma reporter cells, primary screen, cell-based, luminescence, SH-SY5Y, TTR promoter Gaussia luciferase | hit rate 1.3% among 92,000 | 100% = recombinant luciferase protein wells | activation, % at 16.7 µM;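 active = activation above the mean of all tested compounds plus 3 SD, cut at about 9.5% in these data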;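 also: cells exposed to compounds for one day before reading; 0% = median of all test compound wells on the plate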
* marks the source's active call; other numbers are inactive results. Only part of the results is shown (hit frequency here may not be typical).

SMILES	TTR transcr act
CCN(CC)c1ccc(C(=S)N2CCN(c3ccccc3)CC2)cc1	-1.1
O=C(NN=C1CCCC1)c1sc2ccccc2c1Cl	-0.8
CC1CC(=O)N(c2ccc(Br)cc2)C(=O)C1	-2.5
O=C(Nc1ccc(S(=O)(=O)N2CCc3ccccc3C2)cc1)c1ccccc1	-4.1
COc1ccc(NC(=O)C(C)N2C(=O)c3ccccc3C2=O)c(OC)c1 (configuration not stated)	-1.4
Cc1cc(C)cc(NC(=O)C(C)N2C(=O)c3ccccc3C2=O)c1 (configuration not stated)	1.1
CN(c1ccccc1)S(=O)(=O)c1ccc(C(=O)NCc2ccccn2)cc1	5.2
CSc1ccc(Cl)c(C(=O)Nc2ccc(N3CCOCC3)cc2)c1	-1.8
Fc1ccccc1N1CCN(c2nnnn2-c2ccccc2)CC1	-0.9
NC(=S)N/N=C1\CC(n2nnnc2-c2ccccc2)C2COC1O2 (configuration not stated)	0.9
Cc1ccc(S(=O)(=O)NCc2ccccn2)c(C)c1C	0.9
CC1CCN(c2ccc(C(=O)O)cc2N)CC1	0.1
CCOC(=O)/C=C1\SCC(=O)N1CC(=O)NC1CCCCC1	-0.4
CCOc1ccccc1-n1nnnc1SCC(=O)OC	0.1
CCCCOc1ncnc2c1[nH]c1ccc(OCC)cc12	-1.0
O=C(ON=C1CCN(S(=O)(=O)c2ccccc2)CC1)c1ccc(F)cc1	-0.4
CCOC(=O)/C(=N\Nc1cc(Cl)ccc1Cl)N1CCN(C)CC1	-0.3
NNC(=O)c1ccc(Cn2cc(Br)cn2)o1	-1.1
COc1cc2c(cc1OC)C(C)N(C(=O)c1c(C)noc1C)CC2 (configuration not stated)	-0.7
Cc1cc(=O)n2[nH]c(-c3ccsc3-n3c(C)ccc3C)cc2n1	1.1
Cc1ccc(-n2c(C)cc(C(=O)COc3cccnc3[N+](=O)[O-])c2C)cc1	-1.4
O=C(Nc1cccnc1Oc1ccc(Cl)cc1)c1cccc2ccccc12	0.7
COC(=O)C1(C(O)C(=O)c2ccc(C)cc2C)CCCCC1 (configuration not stated)	-2.2
Clc1cccc(-c2nnc(SCc3nc4ccccc4[nH]3)n2Cc2ccco2)c1	-0.9
Cc1c(C(=O)Nc2ccccc2Cl)oc2ccc(S(=O)(=O)N3CCC4(CC3)OCCO4)cc12	-3.6

Given with the structure last: entries from further up.
TTR transcr act	SMILES
0.9	Cc1ccc(S(=O)(=O)NCc2ccccn2)c(C)c1C
0.1	CC1CCN(c2ccc(C(=O)O)cc2N)CC1

14 entries already listed, sorted by number of heavy atoms, descending.
SMILES	TTR transcr act
Cc1c(C(=O)Nc2ccccc2Cl)oc2ccc(S(=O)(=O)N3CCC4(CC3)OCCO4)cc12	-3.6
Clc1cccc(-c2nnc(SCc3nc4ccccc4[nH]3)n2Cc2ccco2)c1	-0.9
O=C(Nc1ccc(S(=O)(=O)N2CCc3ccccc3C2)cc1)c1ccccc1	-4.1
Cc1ccc(-n2c(C)cc(C(=O)COc3cccnc3[N+](=O)[O-])c2C)cc1	-1.4
O=C(ON=C1CCN(S(=O)(=O)c2ccccc2)CC1)c1ccc(F)cc1	-0.4
CCN(CC)c1ccc(C(=S)N2CCN(c3ccccc3)CC2)cc1	-1.1
COc1cc2c(cc1OC)C(C)N(C(=O)c1c(C)noc1C)CC2 (configuration not stated)	-0.7
CCOC(=O)/C(=N\Nc1cc(Cl)ccc1Cl)N1CCN(C)CC1	-0.3
COC(=O)C1(C(O)C(=O)c2ccc(C)cc2C)CCCCC1 (configuration not stated)	-2.2
CCCCOc1ncnc2c1[nH]c1ccc(OCC)cc12	-1.0
Cc1ccc(S(=O)(=O)NCc2ccccn2)c(C)c1C	0.9
O=C(NN=C1CCCC1)c1sc2ccccc2c1Cl	-0.8
CC1CCN(c2ccc(C(=O)O)cc2N)CC1	0.1
CC1CC(=O)N(c2ccc(Br)cc2)C(=O)C1	-2.5

Further compounds follow.
SMILES	TTR transcr act
COc1ccc(C2=NOC(Cn3nc(C(=O)NCc4cccc(Br)c4)cc3-c3ccccc3)C2)cc1 (configuration not stated)	6.8
CCOc1ccc2[nH]cc(S(=O)(=O)c3ccc(F)cc3)c(=O)c2c1	-0.6
CC1(C)CC(=O)C=C(c2ccc(Cl)c(C(F)(F)F)c2)C1	-1.5
O=C(c1cc2sccc2n1Cc1ccc(F)cc1)N1CCCc2ccccc21	2.0
COc1ccccc1N(Cc1cc(=O)[nH]c2ccccc12)C(=O)c1ccccc1	-0.2
CCOC(=O)c1cc(-c2ccc(C)cc2)n(CCC(=O)NCCN(C)C)c1C	2.2
O=C(c1ccccc1NS(=O)(=O)c1ccc(F)cc1)N1CCCC1	0.7
Cc1ccc(S(=O)(=O)N2CCOCC2)cc1C(=O)N(Cc1nnc(-c2ccccc2Cl)o1)C1CC1	-2.1
Cc1cc2occ(CC(=O)NC3CCCc4ccccc43)c2cc1C (configuration not stated)	-1.7
O=C(Nc1ccncc1)Nc1cccc(Cl)c1	-1.9
C[C@@H]1CCC(=O)N(C[C@@H](C)CC#N)CC1	-1.9
Cc1cccc(NC(=O)CC2CCC2)c1	-1.8
Nc1nc(CN2CCC(Cc3ccccc3)CC2)nc(Nc2ccccc2)n1	0.4
CC1(C)OC(=O)C2=C(C[C@@H](C3CC3)O[C@H]2c2ccc(Cl)cc2)O1	0.2
COc1ccc(NC(=O)N(C)C[C@H]2Oc3ccc(NS(=O)(=O)c4cn(C)cn4)cc3C(=O)N([C@H](C)CO)C[C@@H]2C)cc1	-1.0
Cc1cc(=O)oc2ccc(OCC(=O)N3CCC(C)CC3)cc12	-2.5
O=C(COc1ccc(Br)cc1Cl)NCCCN1CCOCC1	-1.1
O=C(COc1ccc(Cl)cc1Cl)NCCCNC(=O)c1cnccn1	1.1
CCCCNC(=O)C1CC(=O)N(C2CCCC2)C1 (configuration not stated)	-0.7
Cc1cc(=O)c2ccccc2n1Cc1ccccc1	-2.3
O=C(CCc1ccccc1)Nc1ccccc1C(F)(F)F	2.0
COc1ccc(CN2CCC(=O)N([C@H](CO)c3ccccc3)CC2)cc1OC	-0.7
C/C(=N\NC(=O)c1nn(C)cc1Br)c1cccc(NC(=O)c2ccncc2)c1	0.2
Cc1ccc(S(=O)(=O)NC(=O)C2(C)CCN2C(=O)C2(c3ccc(Cl)cc3)CCC2)cc1 (configuration not stated)	-7.0
Cc1ccccc1NC(=O)Cc1nc(COC(=O)c2ccc(Cl)nc2)cs1	-2.8

Structural class, the compounds so far with a thiophene ring, fused or not
SMILES	TTR transcr act
O=C(NN=C1CCCC1)c1sc2ccccc2c1Cl	-0.8
Cc1cc(=O)n2[nH]c(-c3ccsc3-n3c(C)ccc3C)cc2n1	1.1
O=C(c1cc2sccc2n1Cc1ccc(F)cc1)N1CCCc2ccccc21	2.0

Further records:
SMILES	TTR transcr act
COc1ccc(-c2cc(-c3ccc(F)cc3)nc(N3CCN(C)CC3)n2)cc1	0.3
COc1ccccc1OCC(O)CN1CCN(C(=O)c2ccccc2)CC1 (configuration not stated)	5.2
COCCNC(=O)CCc1ccc(S(=O)(=O)Nc2ccc(C)cc2)cc1	0.8
O=C(CSc1nccc(=O)[nH]1)NCc1ccc2c(c1)OCO2	2.2
O=C1c2ccccc2C(=O)N1CCc1csc(-c2ccc(F)cc2)n1	6.7
O=C(C[C@H]1C/C=C\CC[C@@H](Cc2ccc(F)cc2)C(=O)OC[C@H]2CCCN2C1=O)NCCO	0.1
CCCCn1c(=O)n(C)c(=O)c2c3c(sc21)COC(C)(C)C3	-6.0
Nc1nonc1C(=O)N/N=C/c1ccncc1	0.1
CN1c2ccccc2C(=O)/C(=C\Nc2ccc(F)cc2)S1(=O)=O	-0.4
O=C(NCc1ccc2c(c1)CCO2)Nc1cccc(C(F)(F)F)c1	-1.0
COc1ccccc1NS(=O)(=O)c1cccc(NC(=O)c2nn(C)c(=O)c3ccccc23)c1	0.1
CC(C)(C)c1cc(C(=O)NN)n(Cc2ccc(F)cc2)n1	6.5
CCN(C[C@H]1N[C@@](C)(C(=O)OC)[C@H]2C(=O)N(C)C(=O)[C@@H]12)C(=O)Nc1ccc(C)cc1	-0.8
O=C(O)/C=C/C(=O)N(Cc1ccc2c(c1)OCO2)C1CC(=O)N(CCc2ccccc2)C1=O (configuration not stated)	-0.3
CCOC(=O)c1csc(NC(=O)c2ccccc2)n1	-2.6
C/C(=N\NC(=O)C1CC1)c1ccccc1O	-1.2
CSc1sc(-c2n[nH]c(=S)n2C)c2c1C=CCC2	0.8
CC(NC(=O)Cc1ccc(S(=O)(=O)N2CCOCC2)s1)c1ccc(Cl)c(Cl)c1 (configuration not stated)	0.3
COc1ccc(Cc2nc3c4c(ncn3n2)Oc2c(ccc3ccccc23)C4c2ccc(OC)c(OC)c2)cc1 (configuration not stated)	0.7
C/C(=N\OCc1nc2ccccc2c(=O)n1/N=C/c1cc(C)cc([N+](=O)[O-])c1O)c1ccccc1	0.5
Cc1cc(NC(=O)CSc2nc3ccccc3c(=O)n2C2CCCC2)no1	3.6
O=C(O)CSC(C(=O)Nc1ccc(Br)cc1)c1ccccc1 (configuration not stated)	7.3
CC1=NNC(=O)C1C(c1ccc(Cl)cc1)C(C#N)C#N (configuration not stated)	2.0
CCN(CC1CCCN(CCc2cccc(OC)c2)C1)C(=O)c1ccoc1 (configuration not stated)	0.1
CSc1cccc(NC(=S)Nc2ccc(F)cc2)c1	-0.7

Going on with the list:
SMILES	TTR transcr act
CCC(C)(C)c1ccc(Oc2ccc(N)cc2)cc1	-3.2
COc1ccc(-c2cc(C(=O)Nc3c(C)nn(Cc4ccccc4Cl)c3C)no2)cc1OC	-2.2
O=C1NC(=O)C(Cc2ccc(O)cc2)N1 (configuration not stated)	-0.3
CCSc1nc(N2CCOCC2)c2c(c1C#N)CC(C)(C)N(C)C2	-1.6
OCc1ccccc1-c1cnc2sc(NCc3ccc(F)cc3)nn12	0.9
CC1CN(C(=O)COC(=O)c2ccc(C#N)cc2)CC(C)O1 (configuration not stated)	3.2
CCN(C(=O)COC(=O)CNS(=O)(=O)c1ccccc1)c1ccccc1	-0.4
COc1ccccc1N1CCN(C(=O)c2c(-c3c(F)cccc3Cl)noc2C)CC1	1.2
Cc1cccc(NC(=O)CSc2nnc(C)c(=O)n2N)c1C	7.4
CCc1nc(N)c(C#N)c(-c2ccncc2)c1C	7.4
CCC(=O)N1CCc2cc(S(=O)(=O)CCC(=O)NCc3ccc(C)cc3)ccc21	1.5
O=C(Nc1ccccc1)c1nnsc1S(=O)(=O)c1ccc(Cl)cc1	3.5
COc1ccc2cc(C(=O)NC3CCCCC3)c(=O)oc2c1	11*
Cc1nn(-c2ccccc2)c2[nH]c(=O)c(CNCc3ccc4c(c3)OCO4)cc12	-0.1
NNC(=O)c1nnn(-c2nonc2N)c1-c1cccs1	1.8
Cc1ccc(NCc2nnc(SCC(=O)N3CCCCC3)n2CC2CCCO2)c(C)c1 (configuration not stated)	1.6
COC(=O)[C@H](CC(C)C)NC(=O)Cn1cnc(C(=O)Nc2ccc(C)c(C)c2)n1	-0.9
COc1ccc(C2CC(O)(c3ccccc3)Oc3cc(OC)cc(OC)c32)cc1 (configuration not stated)	4.5
O=C(NCc1ccccn1)c1ccc([N+](=O)[O-])cc1	0.4
COc1nn(-c2nc(-c3ccccc3)cc(C(F)(F)F)n2)cc1[N+](=O)[O-]	-0.5
O=C(NCCN=C1NS(=O)(=O)c2ccccc21)c1ccc2nccnc2c1	3.0
CCOC(=O)Cc1csc(NC(=O)c2c(C)noc2C)n1	-0.5
O=[N+]([O-])c1ccc(N2N=C(c3ccccc3)CC2c2ccccc2O)cc1 (configuration not stated)	-1.7
CC1(C)CC(=O)C(CC2=C(O)CC(C)(C)CC2=O)=C(O)C1	0.4
CC1(C)CCC[C@]2(C)C(CS(=O)c3ccccc3)=C(C=O)CC[C@@H]12 (some centres not stated)	-2.5

Additional compounds:
SMILES	TTR transcr act
CC(C)C(NC(=O)c1ccc([N+](=O)[O-])cc1Cl)C(=O)N1CCCC1 (configuration not stated)	2.5
COc1ccc(CNC(=O)C(OC(=O)c2ccco2)c2ccc(F)cc2)cc1 (configuration not stated)	1.4
CCN(CC(=O)Nc1ccc(OC)cc1)C(=O)c1cc(-c2cccs2)nn1-c1ccccc1	0.0
O=c1c2ccccc2nnn1CSc1ccc2ccccc2n1	1.4
O=C(CC1NC(=S)NC1=O)c1ccc(Cl)cc1 (configuration not stated)	-1.4
CC(=O)Nc1cc(F)c2c(c1F)Cc1cc(F)ccc1-2	1.1
C=CCC(COCc1ccccc1)NS(=O)(=O)c1ccccc1Br (configuration not stated)	0.4
CCc1cc(=O)oc2c(C)c(O)c(CN3CCCCC3)cc12	3.4
COc1ccc2nc(SCC(=O)N(C)C3CCCCC3)c(C#N)cc2c1	2.4
Cc1cccc(NC(=O)CSc2n[nH]c(-c3ccncc3)n2)c1	-0.9
CC(C)C(C(=O)OCC(=O)c1ccc2c(c1)NC(=O)CO2)N1C(=O)c2ccccc2C1=O (configuration not stated)	1.6
CCN(CC)C(=O)c1cc(S(=O)(=O)N2CCCCC2)c[nH]1	-0.3
C=CCOc1ccc2ccccc2c1CNc1ncn[nH]1	-0.1
CC(=O)Nc1n[nH]c(=S)s1	4.2
Cc1ccccc1C(=O)N1CCC(C(=O)Nc2sccc2C(N)=O)CC1	-0.4
COCCN(CCOC)c1nc(-c2ccc(Cl)cc2)nc2ccccc12	0.3
CCc1nc2ccc(C(=O)N(C)CCCN(C)C)cn2c1N(CC)CCOC	1.7
O=C(O)/C=C/C(=O)NNc1ncnc2ccccc12	0.1
CN1CCN(C(=O)c2ccc(F)c(F)c2)CC1	-0.3
CCCN(CC(=O)Nc1ccccc1C)C(=O)C1CC(=O)N(c2ccc(C)cc2)C1 (configuration not stated)	-0.5
COc1ccc(N2CCN(C(=O)c3c(Cl)cnn3C)CC2)cc1	1.6
O=C(COc1ccccc1)N1CCc2ccccc21	-0.6
O=C1C(O)CCN1C1CCCCC1 (configuration not stated)	-0.6
Cc1ccccc1S(=O)(=O)c1c(C)cc(C)n(C)c1=O	-1.0
COc1ccc(CCn2c(=O)c3cccnc3n(Cc3cccc([N+](=O)[O-])c3)c2=O)cc1OC	2.4
CC1CCN(CCCCOc2ccccc2-c2ccccc2)CC1	1.2
Cn1c(SCC(=O)NC2CC2)nnc1-c1cccs1	-1.1
COc1ccc(Oc2ncccc2[N+](=O)[O-])cc1	-0.5
O=S(=O)(c1ccccc1)N1CCN(S(=O)(=O)c2ccc(F)cc2)CC1	-1.4
O=C(CN(c1cc(C(F)(F)F)ccc1Cl)S(=O)(=O)c1ccccc1)NCc1cccnc1	-1.1
